MOR-DOR inv ag: inverse agonists of human mu-delta opioid receptor heterodimerization. inhibition, % at 9.3 µM. P35372+P41143. 340,000 compounds, 0.21% hits. cell-based MOR-DOR heterodimer luminescence, inverse agonism; in the data active means inhibition above about 22%, passing the limit was not always enough;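 further: 0% = cells with DMSO and 100% = wells without cells with DMSO; values of inactives mirror those of a sister screen read the other way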
Cardiac RTF inh: cardiac RTF calcium desensitization; P19429+P45379; IANBD-labeled cardiac RTF, Ca2+ fluorescence; inhibition, % at 7.15 µM; 340,000 compounds, 0.12% hits; AID 493244;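 active means inhibition above the mean inhibition of all tested compounds plus 3 SD, cut at about 17% in these data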;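 further: assay run at fixed EC70 calcium of 1.6 mM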
CAL PDZ FP: inhibitors of human CAL PDZ peptide binding | Q9HD26 | purified CAL PDZ, TMR-peptide fluorescence polarization, 1 h | inhibition, % at 24.9 µM | 300,000 compounds, 0.92% hits;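 active means mean inhibition of at least 30% with at least half of replicates also reaching 30%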;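 further: 0% = DMSO neutral control and 100% = excess unlabeled competitor peptide PRC23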
Keap1 Nrf2 FP: disrupts human Keap1 binding to Nrf2 peptide. Q14145. 340,000 compounds, 0.15% hits. AID 504523. Keap1 Kelch-Nrf2 peptide fluorescence polarization, 1536-well. inhibition, % at 9.4 µM; in the data active means inhibition above about 12%;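 further: human Keap1 Kelch domain with fluorescein labeled Nrf2 9mer peptide probe; 0% = neutral control wells and 100% = peptide positive control; higher means more block of Keap1 binding to Nrf2 peptide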
Target sequence (Q14145 whole entry, looked up, the tested form may be a part): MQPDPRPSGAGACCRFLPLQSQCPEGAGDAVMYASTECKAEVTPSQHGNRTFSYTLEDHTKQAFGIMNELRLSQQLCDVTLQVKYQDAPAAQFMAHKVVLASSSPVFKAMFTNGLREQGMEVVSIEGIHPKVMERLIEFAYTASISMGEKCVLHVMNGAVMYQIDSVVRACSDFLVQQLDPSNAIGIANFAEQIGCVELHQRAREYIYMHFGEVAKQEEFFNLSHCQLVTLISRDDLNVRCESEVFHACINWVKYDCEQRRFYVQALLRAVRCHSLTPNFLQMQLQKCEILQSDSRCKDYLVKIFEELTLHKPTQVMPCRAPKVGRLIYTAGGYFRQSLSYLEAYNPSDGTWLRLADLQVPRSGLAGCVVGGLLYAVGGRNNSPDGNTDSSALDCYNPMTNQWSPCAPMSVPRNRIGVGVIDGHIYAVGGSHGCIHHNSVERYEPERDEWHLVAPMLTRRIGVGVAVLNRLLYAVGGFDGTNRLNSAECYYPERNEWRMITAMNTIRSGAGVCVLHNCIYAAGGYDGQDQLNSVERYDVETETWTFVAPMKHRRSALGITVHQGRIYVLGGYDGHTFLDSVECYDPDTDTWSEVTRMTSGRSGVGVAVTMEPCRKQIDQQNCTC
RTF Ca sens act: cardiac RTF calcium sensitization; IANBD-labeled TnC RTF fluorescence at EC20 calcium; 0% EC20 calcium, 100% full calcium; activation, % at 7.2 µM; P19429+P45379; 340,000 compounds, 0.24% hits; AID 493008;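 active means activation above the mean over all tested compounds plus 3 SD, cut at about 30% in these data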;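 further: rise in fluorescence read as greater calcium sensitivity of cardiac thin filaments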
MOR-DOR ag: OPRM1-OPRD1 heterodimerization agonism; P35372+P41143; cells, luminescence; activation, % at 9.3 µM; 340,000 compounds, 0.3% hits; in the data active means activation above about 18%;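 further: 0% = vehicle-treated cells and 100% = reference agonist; values of inactives mirror those of a sister screen read the other way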
V-ATPase pHluor: alters yeast V-ATPase proton transport; 350,000 compounds, 0.37% hits; S. cerevisiae, pHLuorin cytosolic pH fluorescence; response, % at 10 µM; in the data active means response mostly above about 7.3%, no sharp cut-off; inactive means mostly below about 5.4%; further: actives read high; inactives centre near 0; some compounds called inactive have numbers as strong as hits; reference of the scale not given here
C-LANA FP: inhibitors of KSHV LANA C-terminal domain DNA binding. inhibition, % at 9 µM. AID 504423. 340,000 compounds, 0.078% hits. MBP-C-LANA/FAM-LBS DNA binding, fluorescence polarization;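 active means highest replicate inhibition at or above 60% at 9 µM, even if other replicates fall short; inactive means all replicates below 60% inhibition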;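 further: 0% = neutral control wells and 100% = 4 µM acridine orange control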
HTR5A ag ctr: counter-screen for OPRM1-OPRD1 agonists: human HTR5A agonism; P47898; activation, % at 9.3 µM; 340,000 compounds, 0.61% hits; HTR5A agonist assay, luminescence, cell-based; in the data active means activation mostly above about 9.5%, no sharp cut-off; inactive means mostly below about 7.6%;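 further: 0% = cells with vehicle only and 100% = reference agonist; strong numbers were not always called active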
Target sequence (P47898 whole entry, looked up): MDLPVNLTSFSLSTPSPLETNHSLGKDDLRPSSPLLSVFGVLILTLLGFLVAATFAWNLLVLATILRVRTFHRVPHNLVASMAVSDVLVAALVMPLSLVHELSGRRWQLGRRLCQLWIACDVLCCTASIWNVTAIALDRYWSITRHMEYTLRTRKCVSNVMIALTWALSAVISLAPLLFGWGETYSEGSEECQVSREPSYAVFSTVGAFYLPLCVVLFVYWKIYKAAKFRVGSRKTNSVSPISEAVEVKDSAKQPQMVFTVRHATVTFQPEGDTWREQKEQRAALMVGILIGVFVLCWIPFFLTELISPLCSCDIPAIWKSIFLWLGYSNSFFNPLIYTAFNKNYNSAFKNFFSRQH
HTR5A inv ag: HTR5A inverse agonism, opioid heterodimer counter-screen; P47898; inhibition, % at 9.3 µM; 340,000 compounds, 0.083% hits; HTR5A cell line, luminescence; in the data active means inhibition mostly above about 23%, no sharp cut-off; inactive means mostly below about 18%;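 further: 0% = cells with DMSO and 100% = no-cell wells with DMSO; some compounds called inactive have numbers as strong as hits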
* = called active by the depositor; . = not tested or not shown.

SMILES | MOR-DOR inv ag | Cardiac RTF inh | CAL PDZ FP | Keap1 Nrf2 FP | RTF Ca sens act | MOR-DOR ag | V-ATPase pHluor | C-LANA FP | HTR5A ag ctr | HTR5A inv ag
O=c1c2ccccc2nc(COc2ccccc2)n1/N=C/c1ccco1 | 17 | -10 | 1 | -6 | -7 | -3.0 | 0 | -0.7 | 0 | 0
CCNC(=S)N1CCn2c(nc3ccccc32)C1 | . | -4 | -2 | -1 | 8 | . | 3 | -0.5 | . | .
CN1CCN(c2cc(N3CCc4ccccc4C3)c(F)cc2[N+](=O)[O-])CC1 | -55 | -14 | -1 | -4 | -3 | 8.9 | -3 | -0.5 | 6 | -44
Cc1ccc(CNC(=O)Cc2noc3ccccc23)cc1 | 17 | -1 | 2 | -2 | -5 | -3.4 | -3 | -1.0 | 0 | 1
COc1ccc(CC(=O)NCc2n[nH]c(=S)n2-c2cccc(Cl)c2)cc1 | 8 | 3 | -4 | -2 | -1 | -1.6 | 1 | -0.1 | 0 | 0
CSc1cc(C)n(-c2ccccc2)c(=S)c1C(C)=O | 12 | -6 | -3 | -4 | 8 | -2.5 | 0 | -0.4 | 0 | 1
COc1ccccc1NC(=O)CN(c1ccccc1C)S(C)(=O)=O | 9 | -6 | . | 0 | 3 | -1.7 | -2 | 1.2 | 6 | -7
Nc1ccccc1Nc1ccccc1 | -31 | -15 | -2 | 0 | 4 | 6.7 | -1 | 1.3 | 1 | 9
CS(=O)(=O)c1ccc(Cl)c(NC(=O)COC(=O)CNC(=O)c2ccc(Br)o2)c1 | -3 | -5 | -16 | -9 | 1 | 0.5 | 3 | 0.9 | 7 | -31
COc1ccccc1NC(=O)CCSc1nnc(-c2ccncc2)o1 | -4 | -2 | 2 | 0 | -1 | 0.7 | -4 | 0.2 | -1 | 2
CC1(C)Cc2c(sc3[nH]c(=O)n(CC(=O)NCC4CCCO4)c(=O)c23)CO1 (stereo unspecified) | 7 | -6 | . | -4 | 6 | -1.3 | 0 | 0.4 | 7 | -10
CC(=O)c1cccc(NC(=O)CSc2nc(=O)n(CCN3CCOCC3)c3c2CCC3)c1 | 4 | -10 | 6 | -3 | 7 | -0.8 | 2 | 0.4 | 3 | -7
COc1ccccc1NC(=O)C(=O)N/N=C(\C)CC(=O)Nc1ccc(OCc2ccccc2)cc1 | 4 | -4 | 4 | 2 | -3 | -0.9 | 0 | -0.3 | -2 | 5
Cc1cccc(OCC(=O)Nc2ccc(NC(=O)c3ccco3)cc2)c1 | 4 | 3 | . | -4 | -1 | -0.5 | 2 | -0.3 | -2 | 5
CCC(C)Sc1ccc(-c2nc3ccc(C)cn3c2NCc2ccccc2)cc1 (stereo unspecified) | -33 | 4 | -1 | -3 | 10 | 6.0 | 2 | 0.9 | 2 | -4
CN(Cc1nc(-c2cccnc2)no1)S(=O)(=O)c1ccccc1 | 4 | -1 | . | 2 | 0 | -0.9 | -1 | -1.5 | 0 | -15
COc1ccc(CNS(=O)(=O)c2ccc(S(=O)(=O)N3CCCCC3)cc2)cc1 | -21 | 3 | -3 | 2 | -20 | 3.6 | 0 | 1.8 | 0 | 7
Cc1c(/C=N/NC(=O)CNc2ccccc2)c2ccccn2c1C(=O)c1ccncc1 | 3 | -9 | 5 | -2 | 11 | -0.4 | -3 | 0.4 | -3 | 4
Cc1ccc(NC(=O)CSc2nnc(C3CCCCC3)n2N)cc1F | 8 | -12 | -3 | -1 | 1 | -1.6 | 0 | 0.5 | -1 | -12
COc1ccc(NC(=O)NCCCN2CCC(Cc3ccccc3)CC2)cc1 | 8 | -16 | -3 | 4 | -2 | -1.6 | 3 | 0.1 | 0 | -8
Cc1nn(C(=O)c2ccc3c(c2)OCO3)c(N)c1-c1ccccc1 | -26 | 7 | 0 | -2 | 0 | 4.4 | 1 | -1.4 | 2 | -8
Cc1nc(NC(=O)CN2CCC(O)(c3ccc(F)cc3)CC2)sc1C | -9 | -11 | -10 | -9 | 5 | 1.6 | 3 | 0.2 | 2 | -17
CN1CCN(Cc2c(O)ccc3c(=O)c(Oc4ccccc4Cl)c(C(F)(F)F)oc23)CC1 | 15 | 4 | 2 | -7 | 10 | -3.1 | 0 | -3.7 | 1 | -2
CC(C)NC(=O)C1CCN(C2CCN(Cc3nc(C(C)C)cs3)CC2)CC1 | 5 | 9 | . | 1 | 0 | -0.9 | -3 | -0.6 | 14 | 14
Cc1ccc(OCCCN(C)C)c(Br)c1 | 7 | -10 | -6 | 2 | -3 | -1.3 | 0 | 0.0 | 2 | -4
COc1cccc(-c2nnc(SCC(=O)Nc3ccc4c(c3)OCCO4)n2Cc2ccco2)c1 | 4 | -7 | -2 | -6 | 0 | -0.9 | 3 | 3.8 | 3 | -6
O=C(O)c1cccc(N=C2NC(=O)C(CO)(CO)S2)c1 | 6 | -7 | . | -8 | 0 | -1.3 | -3 | -1.2 | 0 | -2
c1ccc2c(c1)CCOC2CNCCCN1CCCCC1 (stereo unspecified) | -2 | -10 | 0 | -6 | 5 | 0.3 | -2 | 1.4 | 0 | -17
O=C(CSCc1ccccc1Cl)Nc1ccc(C(=O)O)cc1 | 9 | -9 | . | -2 | 4 | -1.8 | 3 | -0.4 | -5 | 3
CCCSc1nc2c(c(=O)[nH]c(=O)n2C)n1Cc1ccc(C)cc1 | 13 | 2 | . | -6 | -4 | -2.9 | 0 | 1.0 | 0 | -3
COc1cc(C(=O)Nc2ccc(NC(=O)c3ccco3)nc2)cc(OC)c1OC | 7 | -19 | 4 | -4 | -7 | -1.2 | -2 | -0.8 | -4 | -7
CC(=O)c1cccc(NC(=O)/C=C/c2ccc([N+](=O)[O-])s2)c1 | -21 | 5 | -4 | -1 | -2 | 4.1 | -4 | 0.8 | 6 | -18
CC(=O)c1cccc(NC(=O)c2ccc(N(C)S(C)(=O)=O)cc2)c1 | 4 | -9 | . | 6 | -2 | -0.9 | 12 | 0.3 | -1 | -11
CC1(C)S[C@@H]2[C@H](NC(=O)[C@H](N)c3ccc(O)cc3)C(=O)N2[C@H]1C(=O)O | 19 | -17 | -5 | -4 | 5 | -3.4 | 0 | 7.4 | -2 | -18
CCn1c(CCC(=O)Nc2ccccc2F)nnc1SCC(=O)Nc1ccc(OC)cc1 | 11 | -1 | 0 | -10 | -1 | -3.3 | -4 | -1.3 | 0 | 12
CCN(CC)S(=O)(=O)c1ccc(Cl)c(C(=O)OCC(=O)c2c(N)n(C)c(=O)n(C)c2=O)c1 | -6 | -5 | -2 | -2 | -1 | 1.2 | 5 | 0.4 | 2 | 14
CC1Cc2nc(SCC(=O)N3CCOCC3)n(C)c(=O)c2S1 (stereo unspecified) | 15 | 0 | -2 | 2 | 0 | -4.7 | -2 | -0.6 | 0 | 23
COc1ccc(-c2csc3ncnc(Oc4cccc5ccc(C)nc45)c23)cc1 | 6 | 1 | -1 | 0 | -5 | -1.1 | -4 | -0.7 | 0 | 18
O=C1CN(C(=O)COC(=O)C2CCN(S(=O)(=O)c3ccccc3C(F)(F)F)CC2)c2ccccc2N1 | 16 | 4 | 0 | -2 | -2 | -3.1 | 2 | -0.7 | 1 | -24
Nc1nc(F)nc2c1ncn2[C@@H]1O[C@H](CO)[C@@H](O)[C@H]1O | -72 | -27 | 9 | -3 | 5 | 13 | -5 | -0.1 | 5 | -18

An excerpt of these results, with tabs.
compound	MOR-DOR inv ag	Cardiac RTF inh	CAL PDZ FP	Keap1 Nrf2 FP	RTF Ca sens act	MOR-DOR ag	V-ATPase pHluor	C-LANA FP	HTR5A ag ctr	HTR5A inv ag
CC(=O)c1cccc(NC(=O)/C=C/c2ccc([N+](=O)[O-])s2)c1	-21	5	-4	-1	-2	4.1	-4	0.8	6	-18
CC(=O)c1cccc(NC(=O)c2ccc(N(C)S(C)(=O)=O)cc2)c1	4	-9	.	6	-2	-0.9	12	0.3	-1	-11
CC1(C)S[C@@H]2[C@H](NC(=O)[C@H](N)c3ccc(O)cc3)C(=O)N2[C@H]1C(=O)O	19	-17	-5	-4	5	-3.4	0	7.4	-2	-18
CCn1c(CCC(=O)Nc2ccccc2F)nnc1SCC(=O)Nc1ccc(OC)cc1	11	-1	0	-10	-1	-3.3	-4	-1.3	0	12
CCN(CC)S(=O)(=O)c1ccc(Cl)c(C(=O)OCC(=O)c2c(N)n(C)c(=O)n(C)c2=O)c1	-6	-5	-2	-2	-1	1.2	5	0.4	2	14
CC1Cc2nc(SCC(=O)N3CCOCC3)n(C)c(=O)c2S1 (stereo unspecified)	15	0	-2	2	0	-4.7	-2	-0.6	0	23
COc1ccc(-c2csc3ncnc(Oc4cccc5ccc(C)nc45)c23)cc1	6	1	-1	0	-5	-1.1	-4	-0.7	0	18
O=C1CN(C(=O)COC(=O)C2CCN(S(=O)(=O)c3ccccc3C(F)(F)F)CC2)c2ccccc2N1	16	4	0	-2	-2	-3.1	2	-0.7	1	-24
Nc1nc(F)nc2c1ncn2[C@@H]1O[C@H](CO)[C@@H](O)[C@H]1O	-72	-27	9	-3	5	13	-5	-0.1	5	-18

Next structures follow.
SMILES | MOR-DOR inv ag | Cardiac RTF inh | CAL PDZ FP | Keap1 Nrf2 FP | RTF Ca sens act | MOR-DOR ag | V-ATPase pHluor | C-LANA FP | HTR5A ag ctr | HTR5A inv ag
Cc1ccc(NC(=O)Cn2cnc3cc([N+](=O)[O-])ccc3c2=O)c(Cl)c1 | -33 | -14 | 1 | 0 | 1 | 6.2 | 7 | 3.0 | 2 | -36
Cc1ccc(C)c(NC(=O)NNC(=O)c2ccc3ccccc3c2O)c1 | -4 | -3 | 0 | -1 | 0 | 0.7 | 1 | 4.3 | 9 | -1
Cc1ccc(C(NC(=O)C2CCCCC2)c2c(O)ccc3ccccc23)cc1 (stereo unspecified) | -21 | -14 | 1 | -1 | 1 | 4.1 | -2 | 1.1 | 5 | -23
CC(CNC(=O)c1cc(COc2c(F)cccc2F)on1)Oc1cccnc1 (stereo unspecified) | 6 | -5 | -4 | -1 | 4 | -1.1 | 5 | 0.7 | 7 | 27
CCCCc1ccc(S(=O)(=O)N2CCN(C(=O)c3ccco3)CC2)cc1 | 10 | 3 | -3 | -2 | -1 | -2.0 | 0 | 0.0 | 5 | 5
O=C(NCC1CCCO1)c1ccc(CS(=O)(=O)c2ccc(Br)cc2)o1 (stereo unspecified) | -8 | 0 | . | -4 | 9 | 1.6 | 1 | 0.8 | 5 | -15
CCC(C(=O)NC1CCCC1)n1c2ccccc2c2nc(=O)cc(C)n21 (stereo unspecified) | 10 | 8 | -3 | -1 | 2 | -1.9 | 2 | 1.6 | 1 | -4
CCn1c(=O)c2cc(C(=O)Nc3cc(C)on3)sc2c2ccccc21 | 9 | -2 | -4 | 4 | 3 | -1.5 | 0 | 1.8 | 0 | -12
COc1ccc([N+](=O)[O-])cc1NC(=O)CCN1CCN(C)CC1 | 8 | 0 | -1 | -3 | -3 | -1.3 | 1 | -0.3 | 3 | -8
CCOc1ccc(S(=O)(=O)Nc2ccc(C(=O)N3CCCC3)cc2)cc1C(N)=O | 2 | -12 | -5 | -7 | 1 | -0.5 | 2 | -1.8 | -3 | 21
Cc1ccc(S(=O)(=O)N2CCCC(N3CCOCC3)C2)cc1Cl (stereo unspecified) | 22 | -2 | -1 | -1 | 6 | -4.5 | 0 | -0.1 | -2 | 6

An unsorted share of the library, and some 2.8% of all compounds hit somewhere here.
